Screens: PubChem BioAssay, National Center for Advancing Translational Sciences (NCATS)
SW480 rerep – A quantitative high throughput screen for small molecules that induce DNA re-replication in SW480 colon adenocarcinoma cells; Potency, µM (doses to about 46.1 µM), for inactives: at the top dose re-replication activation, usual class: activators; SW480 DNA re-replication, Hoechst DNA content imaging, 48 h; AID 624297, 2012; 340,000 tested, 1.8% active; further: potency means the concentration at half of the fitted maximal effect; % of control where 0% means no effect; nearly all actives have a fitted effect of over 55% in size
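250 cells/well; 23 nL cpd via pin tool; 48 hr, 37 C, 5% CO2; Hoechst 40 min; imager read of total nuclear intensity, ex 405/em 500-530 nm.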
ATXN2 expr inh – Primary qHTS for Inhibitors of ATXN expression. Potency, µM (doses to about 57 µM), for the others: at the highest dose activity change, negative = inhibition, most hits filed as inhibitors. AID 1745845, 2022. 360,000 tested, 0.72% active. HEK-293 ATXN2-luciferase reporter, luminescence, 24 h; further: potency means the concentration at half of the fitted maximal effect; on the % scale 0 is the no-effect control and ±100 the full control effect; nearly all actives have a fitted effect of over 55% in size
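ATXN2-luciferase reporter cells (luciferase flanked by upstream and downstream ATXN2 gene portions) were treated 24 h at 37 °C with compounds at up to 57 uM. SteadyGlo luminescence gave expression; GF-AFC fluorescence gave viability.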
IL-1B inflam inh – qHTS for Inhibitors of Inflammasome Signaling: IL-1-beta AlphaLISA Primary Screen | 360,000 tested, 4.7% active | THP-1 LPS/ATP IL-1B secretion, AlphaLISA, 16 h; stronger effect = lower value | AID 743279, 2014 | activity change, % at 57.5 µM; in the data active means activity change below about -50%; inconclusive means mostly about -30% to -49%; further: on the % scale 0 is the no-effect control and ±100 the full control effect
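Secreted IL-1B measured by AlphaLISA bead assay after 16 h compound exposure of THP-1 cells; compounds (final up to 57.5 uM) added 1 h before LPS (250 ng/mL) and ATP (1.25 mM) stimulation; lower signal means less secretion.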
HT1080NT lethal – qHTS for induction of synthetic lethality in tumor cells producing 2HG: qHTS for the HT-1080-NT fibrosarcoma cell line; HT-1080-NT fibrosarcoma viability, CellTiter-Glo ATP luminescence, 48 h; Potency, µM (top dose mostly 46.1 µM), inactives show at the highest dose activity, negative = less viability, most hits filed as cytotoxic; 360,000 tested, 1.6% active;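 further: NT is the 2HG producing partner of a matched IDH1 knockdown line; potency means the concentration at half of the fitted maximal effect; 0% = DMSO-treated cells and -100% = media-only wells without cells; nearly all actives have a fitted effect of over 55% in size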
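Fibrosarcoma NT cells, 750 per well in 5% FBS RPMI, were exposed to compound for 48 hours. Viability: CellTiter-Glo luminescence.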
HT1080 IDH1KD tx – qHTS for induction of synthetic lethality in tumor cells producing 2HG: qHTS for the HT-1080-IDH1KD cell line; HT-1080 IDH1 knockdown viability, ATP luminescence, 48 h; Potency, µM (titrated, usually from 46.1 µM), without a hit: at the top dose activity, negative = toxicity, hits mostly cytotoxic; 360,000 tested, 2% active; AID 686971, 2013;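 further: potency means the concentration at half of the fitted maximal effect; 0% = DMSO wells and -100% = cell-free medium wells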
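HT-1080-IDH1KD cells (IDH1 knocked down), 750/well in RPMI with 5% FBS, treated with compound 48 h at 37 degrees C. Viability by CellTiter-Glo luminescence, normalised to DMSO and no-cell wells; concentration-response curves classed.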
KB-V1 cytotox – qHTS assay for MDR1-selective chemotherapeutics: Primary screen using the drug-selected MDR subline cells KB-V1. KB-V1 MDR cells viability, CellTiter-Glo, 72 h. Potency, µM (doses to about 46.1 µM), for the others: top-dose activity change, negative = cytotoxicity, most hits filed as cytotoxic. 400,000 tested, 3.4% active. AID 1347076, 2019; further: potency means the concentration at half of the fitted maximal effect; on the % scale 0 is the no-effect control and ±100 the full control effect; nearly all actives have a fitted effect of over 60% in size
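Luminescent ATP read-out (CellTiter-Glo, 10 min) measures survival of drug-selected KB-V1 MDR cells after 72 h, 37 degrees C compound exposure. Medium: phenol-red-free DMEM, 10% FBS. Values from fitted concentration-response curves.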
MCF10A rereplic – A quantitative high throughput screen for small molecules that induce DNA re-replication in MCF 10a normal breast cells | MCF 10A DNA re-replication, Hoechst nuclear intensity, 48 h | Potency, µM (top dose mostly 46.1 µM), for inactives: at the top dose activity, positive = re-replication, usual class: activators | 350,000 tested, 2.9% active; further: potency means the concentration at half of the fitted maximal effect; % of control where 0% means no effect; nearly all actives have a fitted effect of over 50% in size
KB-3-1 tox – qHTS assay for MDR1-selective chemotherapeutics: Primary screen using the parental adenocarcinoma cell KB-3-1 | KB-3-1 viability, CellTiter-Glo ATP luminescence, 72 h | Potency, µM (highest dose often 46.1 µM), inactives show at the highest dose activity change, negative = cytotoxic, most hits filed as cytotoxic | 400,000 tested, 1.4% active | AID 1347075, 2019; further: potency means the concentration at half of the fitted maximal effect; on the % scale 0 is the no-effect control and ±100 the full control effect; nearly all actives have a fitted effect of over 60% in size
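Luminescent ATP read-out (CellTiter-Glo) measures survival of drug-naive KB-3-1 cells after 72 h compound exposure at 37 °C. Titration series was screened from lowest to highest concentration, with DMSO vehicle plates as background controls.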
WRN helicase inh – qHTS for Inhibitors of WRN Helicase; Bifunctional 3'-5' exonuclease/ATP-dependent helicase WRN (Homo sapiens), Q14191; WRN helicase unwinding, fluorescent forked duplex, kinetic; Potency, µM (titrated, usually from 114 µM), for inactives: top-dose activity change, negative = inhibition, actives largely listed as inhibitors; 360,000 tested, 0.46% active; further: potency means the concentration at half of the fitted maximal effect; on the % scale 0 is the no-effect control and ±100 the full control effect; nearly all actives have a fitted effect of over 55% in size
Target sequence (Q14191 whole entry, looked up): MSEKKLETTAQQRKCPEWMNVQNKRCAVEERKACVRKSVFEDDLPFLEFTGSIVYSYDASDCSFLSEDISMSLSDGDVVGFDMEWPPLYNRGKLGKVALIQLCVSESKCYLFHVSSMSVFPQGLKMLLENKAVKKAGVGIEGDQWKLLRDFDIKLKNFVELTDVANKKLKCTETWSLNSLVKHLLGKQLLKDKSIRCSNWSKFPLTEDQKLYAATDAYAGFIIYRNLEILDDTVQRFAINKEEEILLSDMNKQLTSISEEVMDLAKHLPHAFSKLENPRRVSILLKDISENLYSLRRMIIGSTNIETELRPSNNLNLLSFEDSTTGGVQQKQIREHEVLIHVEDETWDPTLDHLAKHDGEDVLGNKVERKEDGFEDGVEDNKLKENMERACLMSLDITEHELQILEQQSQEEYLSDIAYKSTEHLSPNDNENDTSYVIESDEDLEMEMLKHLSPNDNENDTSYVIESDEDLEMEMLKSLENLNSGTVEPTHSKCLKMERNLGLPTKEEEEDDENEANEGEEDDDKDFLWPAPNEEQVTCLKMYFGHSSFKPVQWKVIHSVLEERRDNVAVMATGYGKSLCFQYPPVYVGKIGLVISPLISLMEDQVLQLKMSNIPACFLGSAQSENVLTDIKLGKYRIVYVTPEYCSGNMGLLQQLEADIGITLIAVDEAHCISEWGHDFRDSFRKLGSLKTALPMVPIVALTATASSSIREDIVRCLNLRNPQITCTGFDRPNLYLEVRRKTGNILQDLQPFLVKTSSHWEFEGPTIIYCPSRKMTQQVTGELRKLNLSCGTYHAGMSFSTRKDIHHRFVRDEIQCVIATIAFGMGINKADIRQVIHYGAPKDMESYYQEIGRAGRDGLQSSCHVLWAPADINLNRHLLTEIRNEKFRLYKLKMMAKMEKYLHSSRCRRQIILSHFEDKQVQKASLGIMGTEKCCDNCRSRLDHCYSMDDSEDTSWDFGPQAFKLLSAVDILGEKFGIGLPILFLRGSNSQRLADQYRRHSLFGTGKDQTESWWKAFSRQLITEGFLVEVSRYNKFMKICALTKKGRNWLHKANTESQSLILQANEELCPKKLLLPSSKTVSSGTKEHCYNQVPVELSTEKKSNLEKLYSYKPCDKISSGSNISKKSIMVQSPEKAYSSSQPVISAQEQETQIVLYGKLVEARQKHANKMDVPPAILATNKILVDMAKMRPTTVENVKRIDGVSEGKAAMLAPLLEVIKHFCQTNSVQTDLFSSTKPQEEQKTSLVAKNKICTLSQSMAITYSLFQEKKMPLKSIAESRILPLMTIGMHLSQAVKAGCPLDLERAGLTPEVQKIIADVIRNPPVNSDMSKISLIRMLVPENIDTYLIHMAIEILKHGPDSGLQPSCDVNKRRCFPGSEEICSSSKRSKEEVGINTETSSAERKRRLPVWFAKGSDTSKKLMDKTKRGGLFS
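WRN at 20 nM final was preincubated with compound for 15 min at room temperature; reaction started with 100 nM forked duplex oligonucleotide carrying fluorophore and quencher plus 2 mM ATP (final). Unwinding followed kinetically by red fluorescence (ex 525/em 598 nm).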
* marks the source's active call; other numbers are inactive results; ? = inconclusive; · = not tested or not shown; & = joins results of further samples; [ ] = remark or other dose. Unless noted, the call rests on the fitted dose curve; in most records, active means well fitted curve in the direction sought with a large enough effect; inconclusive means small, poorly fitted or top-dose-only effect, or another doubt; inactive means no such curve, though single readings can be large; an effect the other way counts as inactive or inconclusive.

SMILES	SW480 rerep	ATXN2 expr inh	IL-1B inflam inh	HT1080NT lethal	HT1080 IDH1KD tx	KB-V1 cytotox	MCF10A rereplic	KB-3-1 tox	WRN helicase inh
Cc1ccc(N2CC(NS(=O)(=O)c3cccnc3)CC2=O)cc1 (stereo unspecified)	3%	-19%	19	1%	-1%	2%	0%	14%	-11%
Cc1cccc(C)c1NC(=O)NNC(=O)c1cc(C(C)(C)C)nn1Cc1ccccc1	-36%[inhibitor]	1%	-4	-5%	-3%	1%	3%	-4%	7%
CC(=O)Nc1ccc(C(=O)COC(=O)Cc2ccsc2)c(F)c1	-2%	0%	-6	7%	13%	-5%	-30%	-5%	1%
COc1cccc(C(=O)Nc2ccc(C(=O)NCC3CCCO3)cc2)c1 (stereo unspecified)	-5%	1%	18	5%	2%	18%	-1%	0%	5%
Cc1ccc([N+](=O)[O-])cc1S(=O)(=O)NCCc1c(C)[nH]c2ccccc12	2%	-14%	-8	-17%	-26%	-8%	-1%	?	-32%[57.1 µM]
CCOC(=O)C1CCN(C(=O)c2cc(-c3ccncc3)nc3ccccc23)CC1	-8%	·	10	2%	-6%	-29%	2%	-2%	-15%
O=c1c2ccccc2c(/C=N/NS(=O)(=O)c2ccccc2)c(O)n1-c1ccccn1	?	-5%	17	0%	-1%	3%	-9%	0%	?
CCOC(=O)C1CCCN(C(=O)c2ccc(OC)cc2OC)CC1 (stereo unspecified)	·	8%	12	19%	8%	0%	·	0%	4%
O=C(CCc1nc(-c2ccccc2Cl)no1)Nc1cccnc1	-6%	-16%	28	0%	-3%	?	-2%	-6%	5%
CCN1C(=O)[C@H]2[C@@H](c3ccc(OC)cc3)N[C@]3(CCCN(Cc4ccccc4)C3=O)[C@H]2C1=O	·	11%	17	7%	1%	-26%	·	-8%	1%
Cc1ccc(N2CCN(S(=O)(=O)N3CCCCC3)CC2)cc1C	0%	-8%[11.3 µM]	-1	-5%	13%	0%	-3%	0%	-5%
COc1cccc(-c2csc(N3CCN(C(=O)Nc4ccc(F)cc4)CC3)n2)c1	15%	-22%	-7	-24%	?	?	?	?	-17%
COCCn1c(=O)c2c(nc3n2CC(C)CN3Cc2ccccc2)n(C)c1=O (stereo unspecified)	23%	-1%	43	-1%	11%	-15%	-2%	4%	-3%
Cc1ccc(C)c(NC(=O)CN(C)C(=O)c2cc3ccccc3oc2=O)c1	1%	24%	17	17%	8%	?	-15%	3%	1%
CC1(c2nnnn2-c2ccc3c(c2)OCCO3)CCC(=O)N1Cc1cccnc1 (stereo unspecified)	·	17%	55	17%	8%	-4%	·	12%	-2%
Cc1ccc2nc(-c3cccc(N)c3)oc2c1	0%	-24%	-7	-29%	?	6%	-6%	-6%	-5%
COc1ccc(NC(=O)CSc2nc3ccccc3nc2N2CCOCC2)c(OC)c1	0%	-21%&-12%	8	-6%	0%	4%&10%	-5%	5%&4%	0%
COc1ccc(NC(=O)COC(=O)c2ccc3c(c2)OCO3)c(OC)c1	?	?	2	-9%	-17%	-6%	?	22%	?
COCCN1C(=O)N[C@@H](c2cccc(C(F)(F)F)c2)[C@H](C(C)=O)[C@H]1C	-11%	7%	11	-13%	2%	-6%	6%	0%	1%
CCOc1ccc(CC2c3cc(OCC)c(OCC)cc3CCN2C(=O)c2cc(OC)c(OC)c(OC)c2)cc1OCC (stereo unspecified)	9%	-15%	0	-5%	5%	?	?	-13%	-4%
O=C(c1cc2ccccc2o1)N1CCN(C/C=C/c2ccccc2)CC1	2%	-21%	-55*	?	-27%	-25%	5%	?	-9%
CCOc1ccc(N(C(=O)/C=C/C(=O)Nc2cc(C)on2)C(C(=O)NC2CCCC2)c2ccccc2C)cc1 (stereo unspecified)	-4%	-9%	-24	7%	5%	?	-1%	9.2µM*	-1%
O=C(Cc1ccsc1)NCc1ccccc1F	18%	21%	-6	19%	10%	0%	-1%	-2%	5%
Cc1ccc(C2=NOC(C)(c3nnc(Cc4ccccc4)o3)C2)cc1 (stereo unspecified)	0%[9.22 µM]	3%	-1	-1%	2%	16%	1%	2%	0%
CCOC(=O)C1(CCOC)CCN(Cc2nc(C(C)C)cs2)CC1	-11%	4%	38	4%	1%	?	0%	-17%	1%
NC(=S)N/N=C/c1ccccc1	3%	-4%	15	6%	-1%	-3%	3%	2%	12%
Cc1ccc(C(=O)NCCc2ccccc2)cc1N1CCCC1=O	-6%	·	-5	16%	0%	-1%	-5%	1%	-3%
Cc1cccc(NC(=O)C2CCCN(C(=O)Nc3ccccc3)C2)c1C (stereo unspecified)	11%	0%	16	1%	-7%	?	-1%	-6%	-4%
O=C(NCc1ccc(Cl)cc1)c1n[nH]c([N+](=O)[O-])c1Cl	-6%	·	9	-1%	3%	2%	14%	-1%	-3%
O=C(NNS(=O)(=O)c1ccc2ccccc2c1)c1cccnc1	-3%	-1%	17	2%	0%	-7%	1%	-3%	-21%[57.1 µM]
O=C1CC(N2CCN(c3ccccc3Cl)CC2)C(=O)N1c1ccccc1 (stereo unspecified)	3%[9.22 µM]	5%	4	2%	3%	9%	3%	21%	1%
CCOC(=O)c1c(NC(=O)c2ccco2)sc2c1CCCCC2	0%	93%[activator]	4	2%	4%	-28%	?	-19%	-15%
N#CC1(NC(=O)COC(=O)CCCN=C2NS(=O)(=O)c3ccccc32)CCCCC1	4%	8%	40	7%	14%	29%	0%	0%	-13%
COC(=O)[C@@]1(Sc2ccc(C)cc2)CC(=O)N(C(=O)CCc2ccccc2)[C@@H]1c1ccccc1	·	1%	8	0%	-12%	0%	·	16%	-6%
CC(C(=O)O)c1cccc(Oc2ccccc2)c1 (stereo unspecified)	-21%	-2%&0%	4	2%	8%	0%	-17%	0%	-3%[11.6 µM]
O=S(=O)(NCC(c1cccnc1)N1CCN(c2ccccc2F)CC1)c1cccs1 (stereo unspecified)	-1%	20%	-11	5%	1%	-1%	0%	-22%	5%
C=CCN(c1ccccc1)S(=O)(=O)c1ccc(Cl)c(C(=O)OCC(=O)N(C)C2CCS(=O)(=O)C2)c1 (stereo unspecified)	14%	-8%	21	-10%	8%	-27%	?	12%	8%
NC(=Nc1ccccc1)NC(=O)c1nc(Cl)c(N)nc1N	?	4%	?	-24%	?	?	?	?	5%
COc1ccc(/C=C/C(=O)NCc2c(C)nn(C)c2C)cc1COc1ccc(Br)cc1	?	-28%	-29	-19%	?	9%	3.7µM*	-19%	3%
COCC(C)NS(=O)(=O)c1ccccc1 (stereo unspecified)	-8%	-7%	2	-4%	5%	?	-14%	10%	5%
COc1ccc(CCNC(=O)c2ccc(Br)cc2)cc1	16%	4%	10	16%	18%	27%	4%	11%	13%
Cc1ccccc1NC(=O)C1C2/C=C\CCCCC21 (stereo unspecified)	-129%[inhibitor]	18%	3	0%	-5%	?	-8%	3%	3%
CC(C)c1ccc(/C=C2\SC(=S)N(CCC(=O)NCCCn3ccnc3)C2=O)cc1	?	-5%	-11	?	-22%	13%	?	-6%	-11%
COc1ccccc1NC(=O)Cc1nn(C)c(=O)c2ccccc12	-3%	-8%	3	4%	-6%	?	11%	?	7%
O=C(NC1CCN(S(=O)(=O)c2ccccc2)CC1)c1ccc(F)cc1	-3%	0%	?	0%	7%	-8%	-1%	14%	-3%
COc1ccc(CC(=O)Nc2cc(S(=O)(=O)N3CCCCC3)ccc2N2CCN(C)CC2)cc1	3%	-2%	2	1%	3%	?	?	0%	6%
COc1ccc(C(=O)N/C(=C\c2cn(C)c3ccccc23)C(=O)NCCCN2CCOCC2)cc1	?	9%	-2	1%	0%	?	13%	5%	-6%
COc1ccc(NC(=O)c2ccc(-c3ccc(C)c4ccccc34)o2)cc1	5%	3%	?	10%	6%	0%	27%	-13%	-5%
CCOc1cccc(CNCCO)c1OCc1ccc(Cl)cc1Cl	?	-31%	0	-4%	-25%	0%	?	-16%	25%
Cc1ccc(C(=O)OCC(=O)NCC(F)(F)F)cc1C	-5%	1%	12	4%	15%	14%	17%	12%	2%
CN1CCN(NC(=O)c2ccc(Cl)c([N+](=O)[O-])c2)CC1	-2%	-5%	-8	26%	16%	-4%	30%	0%	-4%
CCCN(C(=O)COC(=O)Cn1c(=O)oc2ccccc21)c1c(N)n(Cc2ccccc2)c(=O)[nH]c1=O	-7%	0%	12	-7%	3%	6%	2%	-3%	3%
Cc1nnc(NC(=O)CCSc2ccc(Cl)cc2)s1	-3%	1%	0	8%	6%	-14%	-6%	7%	-1%
